# C8 TRAIL sens: sensitizes caspase-8 expressing cells to TRAIL | NB7+C8 cells + TRAIL, ATPlite viability luminescence | inhibition (viability loss, TRAIL sensitization), % at 10 µM | 1% of 360,000 active | AID 624354;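 active = compounds causing at least 50% loss of cell viability in the single-dose screen, relative to plate controls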
# iPSC survival up: enhancers of human iPSC single-cell survival; hiPSC single-cell survival, ATPlite luminescence; 100% = ROCK inhibitor wells, 0% = DMSO; 0.044% of 360,000 active; survival enhancement, % at 20 µM; in the data active = survival enhancement above about 18%;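 also: cells exposed to compounds for 16 hours before the ATP read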
# Peg3 promoter: reduces Peg3 promoter-driven luciferase expression in HeLa; inhibition, % at 20 µM; AID 588405; 1.7% of 360,000 active; HeLa PEG-Prom luciferase reporter, luminescence, overnight;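 active = inhibition of at least 50% at 20 µM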
# LMP1 NFkB inh: reduces LMP1-driven NF-kappaB luciferase signal | inhibition, % at 12.5 µM | AID 504558 | LMP1-induced NF-kappaB luciferase reporter cells, luminescence | 0.69% of 350,000 active; in the data active = inhibition above about 41%;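 also: 0% = neutral control wells and 100% = reference inhibitor control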
# Shn3 3UTR inh: Schnurri-3 reporter inhibition in Clone20 osteoblasts; Clone20 osteoblast Shn3 3'UTR firefly luciferase, 24 h; inhibition, % at 12.5 µM; 0.52% of 360,000 active;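 active = mean inhibition of at least 75% with every replicate also reaching 75%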;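 also: 0% = median of neutral control wells and 100% = pilot-screen positive control compound; some compounds past the cut are filed as inactive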
# TRPM1 prom inh: inhibitors of MITF-driven TRPM1 promoter in melanoma cells. inhibition, % at 12.5 µM. AID 488899. SK-MEL-5 TRPM1 promoter luciferase, 24 h. 0.83% of 330,000 active;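 active = mean inhibition across replicates of 60% or more, whatever share of single replicates reaches that level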; also: values of inactives mirror those of a sister screen read the other way
# NR2E3 ag-1: NR2E3 (human) agonism; GST-NR2E3/biotin-RetCOR TR-FRET, 1536-well; inhibition of corepressor binding, % at 4.78 µM; AID 2300; 0.12% of 320,000 active;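 active = percent inhibition above the cutoff of mean plus 3 SD of all tested compounds, set per screening campaign, cut at about 20% in these data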;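 also: 0% = DMSO wells and 100% = biotin wells as full block of FRET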
# Target sequence (Q9Y5X4 whole entry, looked up): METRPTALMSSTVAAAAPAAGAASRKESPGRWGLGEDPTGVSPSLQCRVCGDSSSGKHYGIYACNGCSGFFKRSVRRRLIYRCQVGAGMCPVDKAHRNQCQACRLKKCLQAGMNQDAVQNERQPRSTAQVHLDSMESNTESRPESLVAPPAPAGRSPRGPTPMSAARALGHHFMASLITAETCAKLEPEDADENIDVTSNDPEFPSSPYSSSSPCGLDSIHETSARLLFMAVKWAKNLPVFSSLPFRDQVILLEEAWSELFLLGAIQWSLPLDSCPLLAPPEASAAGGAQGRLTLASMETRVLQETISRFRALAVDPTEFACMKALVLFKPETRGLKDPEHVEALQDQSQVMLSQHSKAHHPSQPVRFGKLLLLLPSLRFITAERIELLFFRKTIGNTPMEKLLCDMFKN
#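 Assay system: NR2E3–RetCOR corepressor complex. Quantity: 1.35 nM GST-NR2E3. Buffer or medium: pH 7.5 Tris-based buffer. Reagent: biotinylated RetCOR corepressor at 7 nM final. Schedule: 5 h at 4 °C. Detection: TR-FRET, emission read at 617 and 671 nm. Replicates: one well per compound, singlicate testing.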
# NR2E3 ag-2: human photoreceptor-specific nuclear receptor agonism; CHO-S Gal4-NCOR/VP16-NR2E3 two-hybrid, luciferase; AID 602229; 0.35% of 360,000 active; inhibition of corepressor binding, % at 3.98 µM;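 active = inhibition above the mean of all tested compounds plus 3 SD, cut at about 70% in these data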;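 also: 0% = DMSO with NR2E3 transfected cells and 100% = cells lacking NR2E3 construct; higher means lower luciferase signal from less NR2E3 corepressor binding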
# KKLEB cytotox: reduces viability of KKLEB cystic fibrosis airway cells; KKLEB CF airway cells viability, ATPlite luminescence, overnight; hits give low values; cells stimulated with P. aeruginosa culture filtrate; activity change (cytotoxicity), % at 5 µM; 0.36% of 360,000 active;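 active = corrected activity change at or below -50% at 5 µM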
# HIF-2a inh: blocks HIF-2a reporter activity; 0.72% of 360,000 active; inhibition, % at 18.8 µM; 786-0 RCC cells HIF-2a reporter, luciferase luminescence, overnight;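 active = inhibition of the luminescence signal of 40% or more relative to plate controls, in a single-dose primary screen at 18.75 µM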
# CF NFkB block: cystic fibrosis NF-kB activation inhibition. KKLEB NF-kB-GFP reporter, PAF-induced, GFP fluorescence overnight. 0.86% of 360,000 active. inhibition, % at 5 µM;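 active = at least 50% inhibition at 5 µM, scaled per plate between neutral and stimulator controls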;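 also: PAF is a Pseudomonas aeruginosa culture filtrate used as stimulus; plate controls were PAF-stimulated DMSO wells for no effect and unstimulated DMSO wells for full effect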
# Starred values were filed as active, the others as inactive; . = no result given. These rows are one share of the data, so the mix of outcomes need not match the whole.
no.	canonical_smiles	HIF-2a inh	NR2E3 ag-2	KKLEB cytotox	iPSC survival up	LMP1 NFkB inh	Shn3 3UTR inh	TRPM1 prom inh	C8 TRAIL sens	NR2E3 ag-1	CF NFkB block	Peg3 promoter
1	C[C@H](C(=O)CC(=O)OC(C)(C)C)[C@H](O)c1ccc(C(F)(F)F)cc1	-8	9	-31	0.0	1	-13	-12	-5	2	14	6
2	CCOC(=O)C1=C(C)N(C)C(C)=C(C(=O)OCC)C1c1ccccn1	15	-9	-14	-2.0	-24	20	10	4	3	18	14
3	CCn1c(Cc2c(C)[nH]c3ccccc23)nnc1SCC(=O)NCc1ccccc1	8	-23	2	2.7	3	6	16	20	5	4	2
4	COc1ccccc1C(=O)Nc1nnc(S(=O)(=O)N2CCN(c3ccc(F)cc3)CC2)s1	-28	-25	-6	-0.3	-10	-4	9	-2	2	11	-17
5	COc1ccc(CC(N)c2csc(NC(=O)CCc3ccccc3)n2)cc1 (configuration not stated)	-12	9	-7	-3.7	.	-18	.	0	.	-4	33
6	Fc1ccc(CN2CCC(Cc3ccccc3)CC2)cc1F	17	6	5	-0.5	35	-8	2	10	.	-6	7
7	CCN(CC(=O)Nc1cc(Cl)ccc1C)C(=O)CN1C(=O)NC2(CCCC2)C1=O	0	-24	-1	2.1	-2	-3	8	-6	-2	-1	11
8	Cc1ccc(S(=O)(=O)NCC(=O)OC(C)C(=O)c2ccccc2)cc1 (configuration not stated)	7	-4	8	-0.4	1	-12	-11	-8	-3	4	-3
9	CCN(C(=O)COC(=O)c1ccc2c(c1)OCO2)c1ccccc1	7	5	-31	4.4	-3	-24	-15	-3	.	13	-7
10	Cc1c(NC(=O)COC(=O)C2(c3ccc(F)cc3)CCCC2)c(=O)n(-c2ccccc2)n1C	-66	-35	-3	0.2	-26	35	4	-13	0	-3	-74
11	CCCN1C(=O)c2ccc(C(=O)Nc3cc(C)ccc3O)cc2C1=O	-210	-92	6	-0.8	0	-35	-59	10	3	-8	-101
12	COc1cccc2c(=O)n(CC(=O)Nc3ccccc3)ccc12	-10	14	-14	-0.4	-5	-7	14	-3	3	17	7
13	Cc1c(CCC(=O)O)c(=O)oc2cc3oc4c(c3cc12)CCCC4	74*	1	13	0.2	19	29	28	3	-1	-18	-75
14	Cc1c(C(=O)Nc2cccc3cccnc23)oc2ccccc12	-94	-5	-20	0.5	-25	-35	-23	-4	3	25	-60
15	CCc1cc2c(=O)n(CC)c(SC(C)C(=O)Nc3c(C)n(C)n(-c4ccccc4)c3=O)nc2s1 (configuration not stated)	13	6	-3	-2.0	14	-2	10	-27	-1	1	0
16	O=C(O)c1cc(-c2ccc3c(c2)OCO3)nc2ccccc12	-23	-21	-8	1.6	-3	-3	7	22	4	10	4
17	Cc1cc(OCCCC(=O)NC2=NCCS2)ccc1Cl	-10	-25	-7	-2.8	-8	-22	-26	2	0	7	-21
18	O=C(Nc1ccc(Cc2ccncc2)cc1)c1ccc(N2CCOCC2)c([N+](=O)[O-])c1	-9	18	0	-0.5	-1	19	-2	4	-1	3	-5
19	COc1cc(/C=N/Nc2cc(C)nc(NS(=O)(=O)c3ccccc3)n2)ccc1O	6	-11	-1	-0.3	22	-15	8	-8	-1	-11	1
20	COC(=O)Cc1c(C)c2ccc(OCC(=O)N(C)C3CCS(=O)(=O)C3)cc2oc1=O (configuration not stated)	1	-11	9	0.0	5	0	-3	-12	-5	-5	26
21	COC(=O)CSc1nsc(SCC(=O)OC)c1C#N	2	0	3	-1.6	0	-8	-5	-19	2	-3	-1
22	COc1cc([N+](=O)[O-])ccc1NC(=O)CCCOc1cccc(C)c1C	-2	7	-3	-0.9	0	10	0	-19	4	23	14
23	Cn1c(=O)c2[nH]c(C=Cc3ccc4c(c3)OCO4)nc2n(C)c1=O	5	-1	-9	-3.1	-1	7	-1	5	.	-3	-11
24	O=c1[nH]ncn1-c1cccc(C(F)(F)F)c1	7	-26	-12	-0.8	-14	1	2	-22	-1	12	6
25	CC(C)CC(c1nnnn1CC1CCCO1)N1CCN(C2CCCC2)CC1 (configuration not stated)	15	-20	11	-0.2	-1	3	-12	18	.	-8	17
26	Cc1nn(-c2ccccc2)c(Cl)c1C(=O)NC1CCCCC1	-26	-6	19	6.2	-3	15	-14	6	-4	1	-18
27	Cn1c(N)c(Sc2ccc(F)cc2)c(=O)n(C)c1=O	15	24	4	-0.9	-1	10	1	-8	-2	-18	10
28	O=C(CCC1CCCN(C(=O)c2cc(F)ccc2F)C1)N1CCN(c2ccccn2)CC1 (configuration not stated)	11	6	-3	1.5	4	-16	.	-11	.	1	13
29	COc1ccc(S(=O)(=O)/N=C2\C=C(NS(=O)(=O)c3ccccc3)C(=O)c3ccccc32)cc1	-14	-6	-14	-0.2	-18	19	13	12	0	45	-49
30	Cc1sc(=NC(=O)c2ccco2)n(C)c1-c1ccc(Cl)cc1	-285	-118	-4	0.3	-27	-66	-79	35	6	-7	-270
31	Cc1cc(Cl)ccc1OCC(=O)Nc1ccncc1	-134	12	2	0.3	1	71	-12	25	4	-6	-94
32	CCCCn1c(Oc2ccc(C(=O)OC)cc2)nc2c1c(=O)n(C)c(=O)n2C	8	-14	-9	-2.0	13	26	6	12	4	17	25
33	Cc1cc(C)n2nc(CNS(=O)(=O)c3ccc(CC(C)C)cc3)nc2n1	-2	-4	1	0.7	-3	4	-2	-6	-1	12	-9
34	CC1CN(CC(=O)NN=C(c2ccccc2)c2ccccc2)CC(C)O1 (configuration not stated)	13	-4	-3	0.5	5	3	4	-5	-3	15	8
35	O=S(=O)(NCc1ccccn1)C(F)(F)F	10	-2	2	1.2	-10	1	-6	-5	3	13	12
36	CCCCOc1ccc(C(=O)N/C(=C/c2cccc([N+](=O)[O-])c2)C(=O)O)cc1	7	24	4	4.0	0	-40	-10	-1	5	-21	-7
37	COc1ccc(S(=O)(=O)n2nc(OC(=O)C3CCCCC3)cc2N)cc1	8	-22	2	-2.8	-5	-2	-2	0	-1	13	5
38	Cc1noc(C(=O)N2CCN(c3ccccc3)CC2)c1Cl	-14	4	1	-1.1	-17	-7	.	-8	0	10	-15
39	Cc1ccc(OCC(=O)N2CCCc3ccccc32)cc1	-131	-60	-1	9.3	-10	-19	-26	-2	2	4	-101
40	NN=C(NN=Cc1ccccc1)c1ccccc1	-208	-13	-2	-2.8	-2	-22	-41	12	.	-10	-218
41	Cc1ccc2cc(CCNC(=O)C(=O)c3c[nH]c4ccccc34)c(=O)[nH]c2c1	25	-20	-7	-3.4	5	35	6	0	2	23	26
42	O=C(COC(=O)C1CC1)Nc1cccc(Cl)c1	-2	-17	6	-1.2	0	3	.	1	.	-14	-1
43	Cc1ccccc1NC(=O)COC(=O)[C@@H]1CCCN1C(=O)c1cccs1	7	-27	-20	-1.0	8	-10	4	-9	.	6	20
44	S=c1[nH]nc(-c2ccccn2)n1/N=C/c1ccc(Cl)cc1	14	-17	-4	0.0	-3	9	4	-3	-1	4	12
45	O=C(NCCCO)c1ccc2nc(-c3ccco3)c(-c3ccco3)nc2c1	12	19	15	-0.7	-3	-14	8	3	.	5	-18
46	C/C(CCC(C)C)=N\NC(=S)Nc1cc(S(=O)(=O)N2CCOCC2)ccc1N1CCOCC1	16	14	-12	-0.5	2	5	-11	0	1	16	21
47	COc1ccccc1CCNC(=O)C(=O)NCC1OCCCN1S(=O)(=O)c1ccc(F)cc1C (configuration not stated)	17	-7	-5	0.1	-2	-14	0	-6	0	21	19
48	Cc1ccc(C)c(OCCOCCN2CC(C)OC(C)C2)c1C (configuration not stated)	8	4	-3	1.2	0	10	-6	7	2	-8	1

# Reformatted: seven of the compounds above
# Each structure is followed by: HIF-2a inh | NR2E3 ag-2 | KKLEB cytotox | iPSC survival up | LMP1 NFkB inh | Shn3 3UTR inh | TRPM1 prom inh | C8 TRAIL sens | NR2E3 ag-1 | CF NFkB block | Peg3 promoter
42) O=C(COC(=O)C1CC1)Nc1cccc(Cl)c1
 : -2 | -17 | 6 | -1.2 | 0 | 3 | . | 1 | . | -14 | -1
43) Cc1ccccc1NC(=O)COC(=O)[C@@H]1CCCN1C(=O)c1cccs1
 : 7 | -27 | -20 | -1.0 | 8 | -10 | 4 | -9 | . | 6 | 20
44) S=c1[nH]nc(-c2ccccn2)n1/N=C/c1ccc(Cl)cc1
 : 14 | -17 | -4 | 0.0 | -3 | 9 | 4 | -3 | -1 | 4 | 12
45) O=C(NCCCO)c1ccc2nc(-c3ccco3)c(-c3ccco3)nc2c1
 : 12 | 19 | 15 | -0.7 | -3 | -14 | 8 | 3 | . | 5 | -18
46) C/C(CCC(C)C)=N\NC(=S)Nc1cc(S(=O)(=O)N2CCOCC2)ccc1N1CCOCC1
 : 16 | 14 | -12 | -0.5 | 2 | 5 | -11 | 0 | 1 | 16 | 21
47) COc1ccccc1CCNC(=O)C(=O)NCC1OCCCN1S(=O)(=O)c1ccc(F)cc1C (configuration not stated)
 : 17 | -7 | -5 | 0.1 | -2 | -14 | 0 | -6 | 0 | 21 | 19
48) Cc1ccc(C)c(OCCOCCN2CC(C)OC(C)C2)c1C (configuration not stated)
 : 8 | 4 | -3 | 1.2 | 0 | 10 | -6 | 7 | 2 | -8 | 1

# Additional records:
no.	canonical_smiles	HIF-2a inh	NR2E3 ag-2	KKLEB cytotox	iPSC survival up	LMP1 NFkB inh	Shn3 3UTR inh	TRPM1 prom inh	C8 TRAIL sens	NR2E3 ag-1	CF NFkB block	Peg3 promoter
49	COc1ccc(C(=O)N2CCOCC2)cc1Br	17	-7	-2	-2.1	1	14	1	-1	6	-11	2
50	Cc1cc(=O)c(C(=O)Nc2cccc(C(=O)NC3CC3)c2)nn1-c1ccccc1	8	1	9	-0.3	2	-19	.	-6	.	-15	0
51	CCN(CC)S(=O)(=O)c1ccc2c(c1)c(=O)c(C(=O)NCCN(C)CCc1ccccc1)cn2C	15	12	6	-1.7	4	-4	11	-1	1	8	-1
52	O=C(Nc1ccc(Cl)cn1)c1cccc(S(=O)(=O)N2CCCCCC2)c1	-29	-20	-5	-1.8	2	40	.	16	.	3	-14
53	CO/N=C/C(C#N)=C/c1ccc(OC)cc1	-178	-54	11	0.2	-29	-59	-50	7	-1	-18	-181

# High-throughput results: PubChem, several laboratories
